# Source: PubChem BioAssay
# pAkt inh: blocks phosphorylation of Akt; activity change, % for hits at 50 µM; 0.32% of 360,000 active; Neuro2A IGF-stimulated pAkt S473 HTRF, 20 min; stronger effect = lower value; in the data active = activity change below about -80%; inconclusive = mostly about -51% to -80%; also: % is scaled to controls: 0 for no effect and ±100 for the full control effect
#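 Neuro2A cells (4,500/well, DMEM with 0.5% FBS) were treated with compound at a single 50 µM final concentration, stimulated with 6 nM IGF for 20 min at 37 °C, and lysed. Phospho-Akt Ser473 was read by HTRF as 665/615 ratio ×10^4.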
# TGFb SMAD3 inh: TGF-b pathway inhibition. HepG2 CAGA-GFP TGF-b/SMAD3 reporter, GFP fluorescence, 18 h; TGF-beta stimulated, 500 pg/mL final. Potency, µM (titrated, usually from 46.1 µM), for inactives: at the highest dose activity, negative = inhibition, most hits filed as inhibitors. 1.2% of 410,000 active; also: potency is read from the fitted curve at half-maximal effect; % is scaled to controls: 0 for no effect and ±100 for the full control effect; nearly all actives have a fitted effect of over 65% in size
#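 GFP signal (ex488/em500-530) from TGF-beta-stimulated HEPG2 CAGA-GFP cells, 500 pg/mL final, 18 h at 37 degrees C in DMEM plus 1% FBS, normalized to unstimulated and DMSO-stimulated controls.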
# Nrf2 block: Nrf2 pathway inhibition. AID 504444. 2.1% of 360,000 active. A549 ARE-Fluc reporter, luciferase luminescence, 18-24 h. Potency, µM (titrated, usually from 46 µM), for the others: at the top dose activity change, negative = inhibition, actives largely listed as inhibitors; also: potency is read from the fitted curve at half-maximal effect; % is scaled to controls: 0 for no effect and ±100 for the full control effect; nearly all actives have a fitted effect of over 60% in size
#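 Quantitative HTS in A549 cells stably bearing an antioxidant response element-firefly luciferase construct. Inhibition of Nrf2-driven transcription was scored by luminescence after 18-24 h of compound exposure at 37 °C.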
# CCT modulator: modulators of cytosolic chaperonin (CCT/TRiC) activity; purified chaperonin ATPase assay, HTRF ADP detection, 30 min; activity change, % (concentration not given with the values), hits read low; 0.3% of 360,000 active; in the data active = activity change below about -30%; also: % is scaled to controls: 0 for no effect and ±100 for the full control effect
#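 Nucleotide hydrolysis assay: TRiC at 20–40 nM final (set by batch activity) with 10 uM ATP, 30 min at 37 °C, in presence of 76 uM compound. Detection by competitive ADP HTRF, 30 min ambient.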
# EPAC2 ag: EPAC2 (human) agonism; 0.079% of 360,000 active; EPAC2 activation, biochemical qHTS; response scale: 100% = 6.5 mM cAMP response; Potency, µM (doses to about 154 µM), inactives show top-dose activation, usual class: activators; Q8WZA2; also: potency is read from the fitted curve at half-maximal effect; nearly all actives have a fitted effect of over 50% in size
# Target sequence (Q8WZA2 whole entry, looked up): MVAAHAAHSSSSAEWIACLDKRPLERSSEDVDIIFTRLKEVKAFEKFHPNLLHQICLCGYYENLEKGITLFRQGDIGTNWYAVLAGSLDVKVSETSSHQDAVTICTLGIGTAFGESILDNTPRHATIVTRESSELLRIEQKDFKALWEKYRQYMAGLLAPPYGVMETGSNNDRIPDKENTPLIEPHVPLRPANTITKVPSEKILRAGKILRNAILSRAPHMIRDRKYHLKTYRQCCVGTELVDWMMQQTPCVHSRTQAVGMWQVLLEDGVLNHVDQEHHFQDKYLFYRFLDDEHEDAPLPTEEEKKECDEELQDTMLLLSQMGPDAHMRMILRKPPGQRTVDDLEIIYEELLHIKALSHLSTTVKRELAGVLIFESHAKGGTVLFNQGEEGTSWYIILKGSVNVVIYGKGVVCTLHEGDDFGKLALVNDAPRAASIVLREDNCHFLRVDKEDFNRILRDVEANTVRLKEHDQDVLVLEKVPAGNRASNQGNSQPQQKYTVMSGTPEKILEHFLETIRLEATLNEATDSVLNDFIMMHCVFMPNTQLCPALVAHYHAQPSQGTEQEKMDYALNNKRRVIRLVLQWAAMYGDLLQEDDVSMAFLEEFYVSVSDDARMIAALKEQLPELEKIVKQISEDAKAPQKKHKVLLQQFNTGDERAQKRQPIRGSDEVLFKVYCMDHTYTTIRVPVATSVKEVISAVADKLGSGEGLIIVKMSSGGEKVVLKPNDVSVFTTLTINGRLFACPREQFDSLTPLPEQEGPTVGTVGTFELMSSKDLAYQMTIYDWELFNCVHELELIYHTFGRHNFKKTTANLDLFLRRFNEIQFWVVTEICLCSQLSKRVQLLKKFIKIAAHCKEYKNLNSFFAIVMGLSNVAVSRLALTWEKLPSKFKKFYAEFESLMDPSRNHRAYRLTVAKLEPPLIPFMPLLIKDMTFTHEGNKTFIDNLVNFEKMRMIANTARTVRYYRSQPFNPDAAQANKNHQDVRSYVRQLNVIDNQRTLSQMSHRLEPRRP
#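 Readout is BODIPY fluorescence (480 nm excitation, 540 nm emission), which falls as labeled GDP is exchanged off Rap1B. EPAC2 at 100 nM acted on 250 nM RAP1B-BODIPY-GDP with 50 uM GDP present.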
# EPAC2 antagonist: blocks human EPAC2 exchange factor; Q8WZA2; EPAC2 GEF exchange of Rap1B-BODIPY-GDP, fluorescence; Potency, µM (series often up to 114 µM), for the others: top-dose activity, negative = inhibition, most hits filed as inhibitors; 0.18% of 360,000 active; AID 720708; also: potency is read from the fitted curve at half-maximal effect; % is scaled to controls: 0 for no effect and ±100 for the full control effect; nearly all actives have a fitted effect of over 45% in size; many of its hits are not listed in these tables
# Nrf2 activator: activates Nrf2 signaling. AREc32 ARE-luciferase reporter (MCF7-derived line), luminescence, 24 h. Potency, µM (doses to about 46.1 µM), for inactives: top-dose activation, most hits filed as activators. 0.31% of 410,000 active; also: potency is read from the fitted curve at half-maximal effect; % of control where 0% means no effect; nearly all actives have a fitted effect of over 65% in size
#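 Cells of the AREc32 ARE-luciferase line are plated in OPTI-MEM containing 5% FBS and left overnight at 37 deg C. Compounds are pinned in, incubation continues 24 hr, and firefly luciferase signal is then measured.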
# MmCpn inh: blocks the Methanococcus maripaludis chaperonin Mm-Cpn; purified Mm-Cpn ATPase, ADP Transcreener TR-FRET; 0.031% of 330,000 active; AID 504842; Potency, µM (top dose mostly 76.9 µM), without a hit: at the top dose activity, negative = inhibition, actives largely listed as inhibitors; also: potency is read from the fitted curve at half-maximal effect; % is scaled to controls: 0 for no effect and ±100 for the full control effect; nearly all actives have a fitted effect of over 80% in size
#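 Compound-treated chaperonin, 25 nM final, turns over 10 uM ATP at 37°C for 30 min following a 10 min preincubation; ADP generated competes with ADP-d2 for Eu-cryptate antibody, lowering FRET.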
# A549 tox: counter-screen for Nrf2 inhibitors: cytotoxicity in A549 cells; AID 504648; A549 ARE-Fluc cells, CellTiter-Fluor viability, 18-24 h; 0.16% of 390,000 active; Potency, µM (highest dose often 46 µM), inactives show at the highest dose activity change, negative = cytotoxicity, hits mostly inhibitors; also: potency is read from the fitted curve at half-maximal effect; % is scaled to controls: 0 for no effect and ±100 for the full control effect
#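 A549 ARE-Fluc cells in 5% FBS OPTI-MEM, 5000 cells/well, rested 2 h then exposed to compounds in concentration-response for 18-24 h at 37 °C. Viability by CellTiter-Fluor fluorescence (Ex 405/Em 525) after 30 min; luciferase luminescence (BugLite, 15 min, RT) read afterwards.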
# Active calls of the source: *; i = inactive; u = inconclusive; x = not tested or not shown. Unless noted, calls follow the shape of the dose curve; as a rule, active = well fitted curve in the direction sought with a large enough effect; inconclusive = small, poorly fitted or top-dose-only effect, or another doubt; inactive = no such curve, though single readings can be large; an effect the other way counts as inactive or inconclusive. Not all compounds are listed. The share of hits here may be higher or lower than overall.
# Below each SMILES: pAkt inh, TGFb SMAD3 inh, Nrf2 block, CCT modulator, EPAC2 ag, EPAC2 antagonist, Nrf2 activator, MmCpn inh, A549 tox
> O=C(C(=O)N1CCCc2ccccc21)N1CCCc2ccccc21
 : i, u, 7%, -5.3, 21%, -4%, -0.3%, 2%, -4%
> Cc1cc(Br)cc2c(C(=O)Nc3c(C)n(C)n(-c4ccccc4)c3=O)cc(-c3cccs3)nc12
 : i, -6%, u, -5.2, 10%, 2%, 21%, -7%, -12%
> COc1ccccc1CNC(=O)CNC(=O)c1cn(-c2ccccc2OC)c(=O)c2ccccc12
 : i, 10%, 1%, -3.2, 6%, 1%, 0.1%, -1%, 3%
> O=C(COC(=O)c1cc(S(=O)(=O)N2CCCC2)ccc1O)Nc1ccc(S(=O)(=O)N2CCOCC2)cc1
 : i, -4%, 14%, -1.1, 10%, 8%, 0.2%, 1%, 4%
> CCc1ccc2ncc(S(=O)(=O)c3ccc(Cl)cc3)c(N3CCN(CC)CC3)c2c1
 : x, 19%, 17%, x, x, x, 0.0%, x, -3%
> COCc1cc(C)nc2sc(C(=O)N3CCCC3)c(N)c12
 : i, u, u, -2.2, -7%, -1%, -0.3%, -3%, 0%
> COc1ccccc1NS(=O)(=O)c1ccc(C)c(C(=O)NC2CCN(Cc3ccccc3)CC2)c1
 : i, -15%, u, -1.2, -5%, 2%, 5.0%, -2%, 3%
> O=C(O)CCNc1cc(N2CCN(C(=O)c3ccco3)CC2)c2noc3c2c1C(=O)c1ccccc1-3
 : i, -11%, u, 1.6, -3%, -22%, 3.7%, u, 18µM*
> CCC1=NC(c2ccccc2OC)N(O)C1(C)C (centres undefined)
 : i, -15%, 1%, -2.2, -2%, 3%, -0.1%, 0%, -1%
> COc1ccccc1NC(=O)CSc1c2c(nc3ccccc13)CCC2
 : i, -10%, 1%, -4.6, 6%, -5%, u, -5%, 10%
> CN(c1ccccc1)S(=O)(=O)c1ccc(C(=O)Nc2nnc(C3CC3)o2)cc1
 : i, 1%, 23%, 0.1, 3%, 5%, -0.6%, 1%, u
> O=C(N/N=C/c1ccc(OC(=O)c2ccccc2)cc1)c1cccnc1
 : i, 5%, u, -0.6, 5%, -12%, 2.4%, 1%, 0%
> O=C(CCl)N1c2ccccc2Oc2ccc3ccccc3c21
 : i, u, -7%, -1.3, 2%, 1%, 2.2%, x, -16%
> Fc1ccc(N/N=C/c2cccnc2)c(F)c1
 : i, 2%, 22%, -0.4, 8%, 3%, 11%, -1%, 0%
> COc1ccc(NC(=O)C(C)NS(=O)(=O)c2ccc(NC(C)=O)cc2)cc1Cl (centres undefined)
 : i, 0%, 2%, 0.2, 2%, 5%, -0.3%, 1%, -17%
> CCN(C(=O)COC(=O)c1cc(-c2cccs2)nc2ccccc12)C1CCS(=O)(=O)C1 (centres undefined)
 : i, 2%, -12%, -1.5, 10%, -2%, 1.8%, -8%, 2%
> COc1ccc(NC(=O)C2=C(C)Nc3nc(SCc4ccc(Cl)cc4)nn3C2c2cccc(OC)c2OC)cc1 (centres undefined)
 : x, 7%, -6%, x, x, x, -1.1%, x, -9%
> COC(=O)c1ccc(OC(=O)C23CCC(C)(C(=O)O2)C3(C)C)cc1 (centres undefined)
 : i, 9%, 0%, 1.1, 0%, -9%, -0.1%, -3%, -21%
> COc1ccc(-c2nn(-c3ccccc3)cc2/C=N/NC(=S)NC(C)C)cc1OC
 : i, -2%, u, -1.2, 6%, -2%, 0.2%, -3%, -6%
> O=C(c1ccc2c(c1)OCO2)N1CCC2(CC1)Oc1ccc(Cl)cc1C(=O)C21CC(c2cccnc2)=NO1 (centres undefined)
 : i, u, u, 0.7, 3%, 1%, 7.4%, -2%, -3%
> COc1ccc(C(=O)NCc2nnc(SC)n2C2CCCCC2)cc1
 : i, -4%, -3%, -2.4, 6%, 1%, -0.9%, -5%, -3%
> COc1cccc(/C=C2\SC(=O)N(CC(=O)NCCCn3ccnc3)C2=O)c1
 : i, 1%, 10%, -1.5, 3%, 8%, 11%, -3%, 1%
> CCCn1nc(NC(=O)c2cccs2)c2cc3ccc(C)cc3nc21
 : i, -11%, u, -1.0, 6%, -6%, 6.0%, -2%, u
> Nc1ccc(-c2nc3cc(N)ccc3s2)cc1
 : i, -12%, u, -42*, 2%, -8%, u, -16%, -10%
> CC(=O)NNS(=O)(=O)c1ccc(-c2cc(C(F)(F)F)n(C)n2)s1
 : i, 1%, 2%, -2.0, 6%, 0%, 0.0%, -2%, 23%
> COc1ccc(N2CCN(c3oc(COc4ccccc4Cl)nc3C#N)CC2)cc1
 : i, -1%, u, -1.9, 12%, -1%, 0.1%, x, x
> COc1ccc(CNC(=O)CSc2nnc3c(Cl)cc(C(F)(F)F)cn23)cc1OC
 : i, u, -2%, -2.8, 4%, 0%, 0.2%, 1%, 2%
> COc1ccc(-c2sc3cc(OC)c(OC)cc3c2-c2ccc(O)cc2)cc1
 : i, u, u, -1.6, 12%, 18%, -3.6%, -30%, -17%
> Cc1ccc(NC(=O)CS(=O)(=O)c2cn(C)c3ccccc23)c(C)c1
 : i, -10%, 2%, 0.2, 1%, -10%, 0.3%, 0%, 12%
> O=C1c2[nH]c3ccccc3c2CC1N1C(=O)c2ccccc2C1=O (centres undefined)
 : i, -8%, x, 0.9, 2%, 3%, -0.4%, x, x
> CCOC(=O)Cc1csc(NC(=O)CCc2ccc(S(=O)(=O)N3CCOCC3)cc2)n1
 : i, -19%, -12%, 0.4, 3%, 7%, 0.8%, 0%, 1%
> C=CCn1c(=O)c2ccccc2n2c(SCC(=O)NC(C)C)nnc12
 : i, 4%, 9%, 1.8, -8%, -2%, 0.4%, 2%, 4%
> CC12CCC(=O)N1C(C(=O)Nc1nnc(SCc3ccccc3F)s1)CS2 (centres undefined)
 : i, -11%, u, 0.3, 6%, -2%, 3.9%, -1%, -1%
> O=C(Nc1ccc2oc(-c3cccnc3)nc2c1)c1ccc([N+](=O)[O-])o1
 : i, u, -2%, -1.8, 0%, 5%, u, 2%, 0%
> CN(C)CCC(Oc1ccccc1OCc1ccccc1)c1ccccc1 (centres undefined)
 : i, 0%, 22%, 0.7, 8%, -5%, 3.5%, x, -7%
> O=C(NCc1n[nH]c(=S)n1-c1ccc(F)cc1)c1ccc(S(=O)(=O)N2CCCCC2)cc1
 : i, 15%, -15%, -0.8, 5%, 1%, -0.4%, u, -8%
> COc1cc(C(=O)Nc2ccccn2)cc(OC)c1OC
 : i, 2%, 2%, -1.6, 2%, 5%, u, -1%, 1%
> CN1CCN(C(c2ccc(Cl)cc2)c2cc(Cl)c3cccnc3c2O)CC1 (centres undefined)
 : i, u, u, -2.0, -3%, -7%, 12%, 0%, -14%
> O=C(NCc1ccccn1)C(C(=O)c1ccc(F)cc1)n1ccccc1=O (centres undefined)
 : i, -7%, -18%, -0.4, -6%, -6%, -0.1%, -2%, 1%
> O=C(/C=C/c1ccccc1)NCCS(=O)(=O)N1CCN(c2ccc(F)cc2)CC1
 : i, 8%, -25%, -2.9, -6%, 1%, -0.8%, 2%, -3%
> CCOC(=O)CSC1=NC(=O)/C(=C\c2ccc(Cl)cc2)S1
 : i, 9%, u, -0.3, 6%, 2%, 18%, 0%, -5%
> COc1ccc(C2=CC(=O)CC(c3ccc(F)cc3)C2)cn1 (centres undefined)
 : i, -25%, -12%, -1.6, 11%, -2%, -1.0%, x, -3%
> CCOCCCNC(=O)C(c1ccc(OC)cc1)N(Cc1ccc2c(c1)OCO2)C(=O)c1cnccn1 (centres undefined)
 : i, -1%, 3%, -65*, 4%, -3%, 0.4%, -1%, -5%
> Cc1noc(C)c1C(=O)Nc1nc(-c2ccc(F)c(F)c2)cs1
 : i, u, 12%, -29, 4%, 5%, 0.8%, 0%, 3%
> O=C(Nc1cc(-c2ccc(Cl)cc2)no1)c1ccc(F)cc1
 : x, 24%, 0%, x, x, x, 4.2%, x, 7%
> COc1ccc(NC(C)(C)c2nnnn2-c2c(C)cccc2C)cc1
 : i, 12%, -1%, 0.4, 9%, -17%, -0.3%, -2%, 0%
> Cc1ccccc1C(=O)N1CCN(c2ccc(NC(=O)c3cccc(OC(C)C)c3)cc2)CC1
 : i, -1%, 0%, -0.8, -6%, -7%, 0.2%, -1%, -1%
> COc1ccc2c(ccc[n+]2[O-])c1
 : i, -2%, -9%, -7.7, 5%, 1%, 3.3%, x, -1%
> O=C(CN1CCOCC1)Nc1ccc(-c2nc3ccccc3[nH]2)cc1
 : i, -4%, 10%, -2.5, 3%, 7%, 2.5%, -1%, -3%
> COc1ccccc1CN(C)C(=O)CSc1nnc(C2CC2)n1C1CC1
 : i, 11%, 2%, -0.5, 6%, 4%, -1.2%, 0%, 0%
> Cc1nc(-c2ccc(S(=O)(=O)Nc3ccccc3C)cc2)co1
 : i, 1%, 9%, 0.9, 1%, -10%, -0.6%, 1%, -3%
> Cc1ccc(/C=N\NC(=O)c2ccc(Cn3cc(Br)c([N+](=O)[O-])n3)o2)o1
 : i, -3%, u, -1.5, 4%, -1%, 0.4%, -5%, -3%
> COCCOC(=O)C1=C(C)N=C2SCCC(=O)N2C1c1cccs1 (centres undefined)
 : i, 4%, -1%, 0.9, 1%, 5%, -0.2%, 2%, -4%

# Structures shown so far containing a nitro group on carbon:
# Below each SMILES: pAkt inh, TGFb SMAD3 inh, Nrf2 block, CCT modulator, EPAC2 ag, EPAC2 antagonist, Nrf2 activator, MmCpn inh, A549 tox
> O=C(Nc1ccc2oc(-c3cccnc3)nc2c1)c1ccc([N+](=O)[O-])o1
 : i, u, -2%, -1.8, 0%, 5%, u, 2%, 0%
> Cc1ccc(/C=N\NC(=O)c2ccc(Cn3cc(Br)c([N+](=O)[O-])n3)o2)o1
 : i, -3%, u, -1.5, 4%, -1%, 0.4%, -5%, -3%
